# Bioassay records: PubChem, several laboratories
# Peg3 prom inh: reduces Peg3 promoter-driven luciferase expression in HeLa; HeLa PEG-Prom luciferase reporter, luminescence, overnight; inhibition, % at 20 µM; actives 1.7% (n = 360,000); AID 588405;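 active = inhibition of at least 50% at 20 µM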
# TRAIL sens C8: caspase-8 TRAIL sensitization. NB7+C8 cells + TRAIL, ATPlite viability luminescence. inhibition (viability loss, TRAIL sensitization), % at 10 µM. actives 1% (n = 360,000). AID 624354;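 active = compounds causing at least 50% loss of cell viability in the single-dose screen, relative to plate controls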
# HIF-2a block: blocks HIF-2a reporter activity. 786-0 RCC cells HIF-2a reporter, luciferase luminescence, overnight. inhibition, % at 18.8 µM. actives 0.72% (n = 360,000). AID 624352;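 active = inhibition of the luminescence signal of 40% or more relative to plate controls, in a single-dose primary screen at 18.75 µM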
# KKLEB cytotox: CF airway cell cytotoxicity counter-screen; actives 0.36% (n = 360,000); KKLEB CF airway cells viability, ATPlite luminescence, overnight; hits give low values; cells stimulated with P. aeruginosa culture filtrate; activity change (cytotoxicity), % at 5 µM;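 active = corrected activity change at or below -50% at 5 µM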
# NR2E3 ag-1: activates human NR2E3 receptor; Q9Y5X4; CHO-S Gal4-NCOR/VP16-NR2E3 two-hybrid, luciferase; inhibition of corepressor binding, % at 3.98 µM; actives 0.35% (n = 360,000); AID 602229;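 active = inhibition above the mean of all tested compounds plus 3 SD, cut at about 70% in these data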;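 note: 0% = DMSO with NR2E3 transfected cells and 100% = cells lacking NR2E3 construct; higher means lower luciferase signal from less NR2E3 corepressor binding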
# Target sequence (Q9Y5X4 whole entry, looked up, the tested form may be a part): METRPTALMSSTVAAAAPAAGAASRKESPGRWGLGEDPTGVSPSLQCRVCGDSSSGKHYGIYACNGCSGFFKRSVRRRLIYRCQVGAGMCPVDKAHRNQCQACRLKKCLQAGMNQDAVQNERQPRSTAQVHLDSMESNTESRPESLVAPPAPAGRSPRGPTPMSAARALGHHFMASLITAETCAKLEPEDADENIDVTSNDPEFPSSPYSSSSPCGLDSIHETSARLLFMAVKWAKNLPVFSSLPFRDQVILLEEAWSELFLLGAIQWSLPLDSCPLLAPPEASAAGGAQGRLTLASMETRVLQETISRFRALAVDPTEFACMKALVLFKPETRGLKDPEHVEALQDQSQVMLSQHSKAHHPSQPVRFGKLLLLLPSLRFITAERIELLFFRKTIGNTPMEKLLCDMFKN
# TRPM1 prom inh: MITF TRPM1 promoter inhibition in SK-MEL-5 cells. actives 0.83% (n = 330,000). inhibition, % at 12.5 µM. SK-MEL-5 TRPM1 promoter luciferase, 24 h;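 active = mean inhibition across replicates of 60% or more, whatever share of single replicates reaches that level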; note: values of inactives mirror those of a sister screen read the other way
# NR2E3 ag-2: NR2E3 (human) agonism. Q9Y5X4. GST-NR2E3/biotin-RetCOR TR-FRET, 1536-well. inhibition of corepressor binding, % at 4.78 µM. actives 0.12% (n = 320,000). AID 2300;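 active = percent inhibition above the cutoff of mean plus 3 SD of all tested compounds, set per screening campaign, cut at about 20% in these data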;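 note: 0% = DMSO wells and 100% = biotin wells as full block of FRET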
#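 Material: NR2E3–RetCOR corepressor complex | Quantity: 1.35 nM GST-tagged NR2E3 final | Schedule: 5 h at 4 °C | Replication: Singlicate compound wells | Reagent: RetCOR corepressor, biotinylated, 7 nM | Controls: Biotin wells as high control, 0.6% DMSO wells as low control | Signal: TR-FRET, Eu(K)-anti-GST donor, streptavidin-D2 acceptor, ex 340, em 617/671 nm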
# EBV LMP1 NFkB: inhibitors of Epstein-Barr LMP1-induced NF-kappaB reporter; LMP1-induced NF-kappaB luciferase reporter cells, luminescence; inhibition, % at 12.5 µM; AID 504558; actives 0.69% (n = 350,000); in the data active = inhibition above about 41%;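 note: 0% = neutral control wells and 100% = reference inhibitor control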
# Shn3 3UTR inh: Schnurri-3 reporter inhibition in Clone20 osteoblasts | Clone20 osteoblast Shn3 3'UTR firefly luciferase, 24 h | inhibition, % at 12.5 µM | actives 0.52% (n = 360,000) | AID 588674;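 active = mean inhibition of at least 75% with every replicate also reaching 75%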;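 note: 0% = median of neutral control wells and 100% = pilot-screen positive control compound; some compounds past the cut are filed as inactive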
# CF NFkB inh: blocks PAF-induced NF-kB reporter in cystic fibrosis cells; actives 0.86% (n = 360,000); inhibition, % at 5 µM; KKLEB NF-kB-GFP reporter, GFP fluorescence overnight; AID 588850;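 active = at least 50% inhibition at 5 µM, scaled per plate between neutral and stimulator controls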;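 note: PAF is a Pseudomonas aeruginosa culture filtrate used as stimulus; plate controls were PAF-stimulated DMSO wells for no effect and unstimulated DMSO wells for full effect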
# iPSC survival up: hiPSC single-cell survival enhancement. survival enhancement, % at 20 µM. actives 0.044% (n = 360,000). ATPlite luminescence; 100% = ROCK inhibitor wells, 0% = DMSO. AID 602274; in the data active = survival enhancement above about 18%;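 note: cells exposed to compounds for 16 hours before the ATP read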
# * = called active by the depositor; . = no result given; & = joins results of further samples.
SMILES,Peg3 prom inh,TRAIL sens C8,HIF-2a block,KKLEB cytotox,NR2E3 ag-1,TRPM1 prom inh,NR2E3 ag-2,EBV LMP1 NFkB,Shn3 3UTR inh,CF NFkB inh,iPSC survival up
CSCC[C@H](CO)NC(=O)[C@H]1O[C@@H](n2cnc3c(N)ncnc32)[C@H](O)[C@@H]1O,10.6,-4.0,12.6,8.8,-23.3,.,.,.,-22.6,-20.4,3.3
CC1CC(NC(=O)C2(C)CC2(Cl)Cl)CC(C)(C)C1 (configuration not stated),19.5,-9.2,11.3,0.7,-19.6,3.4,1.7,-7.0,-8.7,16.7,-0.4
COCCn1c(=NC(=O)c2ccco2)sc2cc(C(=O)OC)ccc21,-10.6,-2.5,-13.2,-5.0,16.0,4.4,1.0,3.1,20.1,-10.9,-1.0
CC(=O)Nc1ccc(NS(=O)(=O)c2ccc(C)cc2)cc1[N+](=O)[O-],16.4,-9.2,13.2,-3.0,-1.7,-1.6,-3.1,2.2,3.0,-1.8,-0.5
Cc1csc(NC(=O)C2CCN(C(=O)c3ccccc3C)CC2)n1,7.1,2.3,8.6,34.5,12.9,-5.8,3.9,2.3,5.8,-10.6,-1.3
CC1=CCC2C(=O)N(c3ccc(C)cc3)C(=O)C2C1 (configuration not stated),-4.6,3.0,-28.3,-2.4,10.9,-8.6,-1.2,-21.7,-9.8,-11.5,-1.0
CC(NC(=O)c1cccs1)c1ccc(Br)cc1 (configuration not stated),14.6,-21.8,-1.0,-4.4,-9.5,0.7,-1.8,7.9,-76.5,1.4,0.3
CCOC(=O)C(=O)Nc1nnc(COc2ccccc2)s1,2.4,-9.8,2.2,5.1,6.8,-7.8,-9.2,0.8,-10.1,-2.3,-0.4
N/C(=N\OC(=O)COc1ccc(Br)cc1)c1cccnc1,-142.9,-4.7,-139.7,11.6,0.0,-23.4,-3.7,-3.4,-36.5,-10.2,1.8
COc1ccc(C2c3ccc(O)cc3Oc3ncn4nc(-c5cccnc5)nc4c32)cc1OC (configuration not stated),49.2,15.1,51.8*,-12.4,-6.0,10.8,2.9,10.7,30.4,17.4,-0.9
CCO[C@H]1OC(C(=O)N2CCOCC2)=C[C@@H](c2ccc3c(c2)OCO3)[C@@H]1CCCO,0.0,-10.7,11.0,-4.4,-22.3,4.4,2.9,-1.1,-20.9,-21.1,-2.6
Cc1nn(C)c(=S)[nH]c1=S,4.6,1.6,5.9,8.1,-3.6,7.3,.,-9.4,3.5,-26.3,-1.6
COc1ccc(NC(=O)CSCC(=O)Nc2ccccc2N2CCCC2)cc1,8.1,-0.3,16.5,1.5,-5.3,-2.8,2.3,-2.9,6.6,10.8,-0.5
CN=C1SC(CC(=O)Nc2ccc(F)cc2F)C(=O)N1/N=C/c1ccc(OC(F)F)c(OC)c1 (configuration not stated),22.2,0.8,-4.0,-8.7,-0.5,8.9,1.4,20.0,82.7*,-1.5,0.1
CC(C)CNC(=O)C(=O)NN=C1CCCCCC1,-7.7,4.4,-2.3,15.4,-23.4,6.7,-0.5,6.3,3.7,-17.5,0.2
O=C(C[C@@H]1C/C=C\CC[C@H](Cc2ccc(F)cc2)C(=O)OC[C@@H]2CCCN2C1=O)N[C@H](CO)Cc1ccccc1,27.7,-15.0,-3.1,-0.7,-16.9,13.0,.,-1.8,9.8,18.5,-0.9
COc1ccc(/C=N/n2c(C)nc3sc(C)c(C)c3c2=O)cc1OC,2.4,-0.4,-3.6,2.2,-2.5,-4.3,1.6,-6.5,-2.8,-4.5,-0.2
CCc1cc(C(=O)Nc2nc(-c3ccccn3)cs2)sc1C,-36.5,10.5,-86.8,-3.3,34.2,5.3,2.9,29.3,62.7,-1.8,-0.5
c1cc(-c2ccc(CN3CCOCC3)cc2)n2ccnc2c1,1.9,7.4,-2.1,4.1,4.3,.,.,.,-8.1,-21.4,6.3
CCOc1ccccc1NC(=O)c1ccc(S(=O)(=O)N(C)C)cc1,6.5,7.4,2.1,10.7,8.4,2.0,-0.1,3.4,-20.9,10.5,0.1
O=S(=O)(c1c(Cl)cc(Br)cc1Cl)N1CCN(C(=S)NC2CC2)CC1,29.7,18.8,-10.2,-3.8,-20.0,-6.3,.,13.7,13.9,17.1,7.1
COc1ccc(CCNC(=O)c2ccc(Cl)cc2)cc1OC,-5.0,-3.1,5.7,3.6,-12.8,-6.9,1.5,-0.9,3.5,-4.4,0.0
N/C(Cc1ccc([N+](=O)[O-])cc1)=N\OC(=O)c1ccccc1F,-28.5,-15.4,-227.6,-6.8,-69.2,-52.0,-0.7,-19.5,-80.9,7.9,0.3
COc1cc(NC(=O)CN2CCN(Cc3ccc4c(c3)OCO4)CC2)cc(OC)c1,13.2,8.2,22.2,-5.1,-30.8,-2.4,4.3,-1.0,19.4,5.5,-2.4
Cc1ccc(CNC(=O)c2ccc(N3CCC4(CC3)CC(c3cccc(Br)c3)=NO4)c([N+](=O)[O-])c2)cc1,7.5,0.2,2.6,4.5,7.9,-1.8,2.6,5.5,39.2,6.0,-2.2
# Remaining list, next part:
SMILES,Peg3 prom inh,TRAIL sens C8,HIF-2a block,KKLEB cytotox,NR2E3 ag-1,TRPM1 prom inh,NR2E3 ag-2,EBV LMP1 NFkB,Shn3 3UTR inh,CF NFkB inh,iPSC survival up
O=C(O)CC(NC(=O)C12CC3CC(CC(C3)C1)C2)c1ccc2c(c1)OCO2 (configuration not stated),2.9,-3.7,11.1,-4.3,9.0,0.7,0.9,2.2,3.6,8.7,0.5
Cc1ccc(/C=C2\SC(=S)N(C3CCS(=O)(=O)C3)C2=O)o1 (configuration not stated),-9.5,6.9,5.8,4.1,14.6,8.5,-1.6,8.1,14.1,-2.1,-3.1
CCC1Nc2ncnc(N3CCN(c4ccccc4)CC3)c2N(Cc2ccccc2)C1=O (configuration not stated),24.4&12.1,25.7&-2.1,20.8&5.3,-5.3&-1.0,8.2&-6.2,-3.6,.,-5.3,-12.2&-3.1,-1.5&11.2,-0.7&-0.8
CCCCCCCn1c(C)nnc1-c1cnn(C)c1N,14.2,-6.8,11.4,4.0,-3.2,0.4,-4.0,-4.5,-3.3,0.1,0.5
CCc1nnc(NS(=O)(=O)c2ccc(NCc3cc(Cl)ccc3O)cc2)s1,13.6,9.8,11.2,1.5,-29.3,5.3,4.1,-4.7,-13.3,20.1,-0.7
CCCOc1ccc(F)cc1-c1cc(C(=O)Nc2ccc(F)cc2)[nH]n1,-8.3,6.4,-0.3,-12.4,-60.1,.,.,.,20.0,-9.4,0.6
COc1nc(N/N=C/c2ccc(-c3ccccc3[N+](=O)[O-])o2)nc(N2CCOCC2)n1,-69.5,-2.5,-210.6,-11.3,-9.3,-8.3,-2.5,-5.8,-16.3,19.6,1.5
CC(C)(C)S(=O)N1Cc2cc(=O)n(Cc3ccccc3)cc2[C@H]1CCO (some centres not stated),-6.7,11.2,1.1,9.6,-2.8,4.8,.,-7.5,4.4,6.1,-0.4
OCC1(Cc2cccc(Cl)c2)CCCN(Cc2cnn(-c3ccccc3)c2)C1 (configuration not stated),9.4,-9.0,-8.8,-2.2,0.4,1.6,-0.7,-0.3,16.1,7.9,-0.1
O=C(OCc1ccc([N+](=O)[O-])cc1)c1cc(=O)c2ccccc2o1,-26.8,3.1,-55.9,-6.5,-19.5,1.7,2.3,-26.6,4.2,-2.1,-0.6
Cc1cc(C)cc(-n2c(C)cc(/C=N\NC(=O)COc3cccc4cccnc34)c2C)c1,-1.8,-0.9,1.4,-0.5,-12.4,-20.6,1.6,2.8,12.5,8.9,1.5
CCCCc1ccc(NC(=O)CSC2=C(C#N)C(c3ccco3)C3=C(CCCC3=O)N2)cc1 (configuration not stated),25.9,-2.7,29.1,-2.1,-13.8,9.7,0.5,7.2,21.2,11.6,-0.2
C/C(=N\NC(=O)C1CC1)c1ccc(C)cc1C,4.5,-12.6,14.3,-0.1,-12.0,1.9,1.9,3.3,9.6,-11.6,-0.1
O=C1Nc2ccc(Br)cc2C1=C1CCCCC1,40.9,12.7,14.1,-5.3,-23.1,5.3,0.8,-13.1,-10.7,-11.0,-0.9
O=c1oc2c(CN3CCN(CCO)CC3)c(O)ccc2cc1-c1ccccn1,-0.9,15.2,7.3,3.1,-9.1,5.7,3.2,-0.2,-7.3,-24.6,0.0
CCCCC(=O)Nc1ccc(C(N)=O)cc1,-22.7,-9.5,-16.6,-0.5,-17.6,8.3,3.1,2.2,21.7,7.6,-1.8
Cc1ccc(C(=O)NCCN2CCOCC2)cc1,-28.3,-6.2,-41.9,1.0,-2.7,-6.6,1.9,-3.9,15.1,3.9,1.3
CCOC(=O)C1(C)NC(c2cccc(C)c2)C2C(=O)N(c3ccccc3)C(=O)C21 (configuration not stated),5.9,3.0,11.7,8.2,14.6,7.7,4.7,7.0,5.9,-0.2,-0.1
O=C(Nc1cccc(C(F)(F)F)c1)C1CCCN(S(=O)(=O)c2cnc[nH]2)C1 (configuration not stated),23.3,-14.6,13.8,-0.7,-16.4,3.7,1.8,3.9,-7.8,5.1,1.9
Cc1cc(C)n(S(=O)(=O)c2ccc(Cl)c(Cl)c2Cl)n1,17.9,-6.5,29.0,-6.6,21.2,-0.3,0.6,-15.1,2.0,-6.5,-2.2
CC(=O)NS(=O)(=O)c1ccc(NC(=O)c2ccc(Br)o2)cc1,6.5,-3.1,4.9,-4.3,0.3,0.6,5.9,-19.7,19.4,-9.1,-0.1
Cc1ccccc1NS(=O)(=O)c1ccc(S(=O)(=O)N2CCCC2)cc1,13.0,-6.6,9.0,-2.4,-7.4,.,.,2.2,10.2,22.8,-0.4
Cc1ccc(F)cc1C(=O)N1CCOCC1c1cc(C(=O)Nc2ccccc2)no1 (configuration not stated),13.3,3.0,0.4,-7.1,-23.1,.,.,.,56.9,0.4,-0.8
CC(O)(c1cccc(F)c1)c1nc(-c2cnc3ccccc3c2)cs1 (configuration not stated),-165.2,3.8,-186.2,1.2,-32.9,.,.,.,42.7,8.2,2.9
Cc1cc(-c2n[nH]c(=S)n2/N=C/c2cccc(O)c2)n[nH]1,6.7,-26.1,8.5,0.0,-14.6,0.5,-0.8,-3.1,-0.3,1.9,0.3
CN(CC(=O)Nc1cccc(F)c1)C(=O)c1sc2ccccc2c1Cl,-103.1,-22.3,-158.5,-13.0,-30.6,-14.0,6.2,4.2,-21.5,13.4,0.0

# Some of the compounds tested. The share of hits here may be higher or lower than overall.
